DT40 TDP1 CPT: DT40-hTDP1 cell growth loss with CPT; chicken DT40 Tdp1-/-;hTDP1 cells + 20 nM CPT, ATP luminescence, 48 h; Potency, µM (highest dose often 46.2 µM), for the others: at the top dose activity change, negative = growth inhibition, actives largely listed as inhibitors; actives 12% (n = 420,000); also: nearly all actives have a fitted effect of over 55% in size
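Cell growth measured by CellTiter-Glo luminescence after a minimum 48 h, 37 C compound exposure with 20 nM CPT in Tdp1-knockout DT40 cells stably expressing hTDP1, seeded 400/well; qHTS titration format.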
TDP1 cell noCPT: qHTS for Inhibitors of human tyrosyl-DNA phosphodiesterase 1 (TDP1): qHTS in cells in absence of CPT; Potency, µM (doses to about 46.2 µM), for inactives: at the top dose activity change, negative = growth inhibition, most hits filed as inhibitors; DT40 Tdp1-/- hTDP1 cells, no CPT, ATP luminescence, 48 h; AID 686978, 2013; actives 15% (n = 420,000); also: nearly all actives have a fitted effect of over 55% in size
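Growth of hTDP1-complemented DT40 Tdp1-knockout cells is measured by ATP luminescence after at least 48 hr compound exposure at 37 °C, with DMSO substituting for the 20 nM CPT used in the parallel screen.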
TDP1 block: inhibitors of human tyrosyl-DNA phosphodiesterase TDP1; Q9NUW8; recombinant TDP1, AlphaScreen DNA substrate cleavage; Potency, µM (highest dose often 130 µM), inactives show top-dose activity change, negative = inhibition, hits mostly inhibitors; actives 0.28% (n = 350,000); AID 485290; also: nearly all actives have a fitted effect of over 40% in size
Target sequence (Q9NUW8 whole entry, looked up): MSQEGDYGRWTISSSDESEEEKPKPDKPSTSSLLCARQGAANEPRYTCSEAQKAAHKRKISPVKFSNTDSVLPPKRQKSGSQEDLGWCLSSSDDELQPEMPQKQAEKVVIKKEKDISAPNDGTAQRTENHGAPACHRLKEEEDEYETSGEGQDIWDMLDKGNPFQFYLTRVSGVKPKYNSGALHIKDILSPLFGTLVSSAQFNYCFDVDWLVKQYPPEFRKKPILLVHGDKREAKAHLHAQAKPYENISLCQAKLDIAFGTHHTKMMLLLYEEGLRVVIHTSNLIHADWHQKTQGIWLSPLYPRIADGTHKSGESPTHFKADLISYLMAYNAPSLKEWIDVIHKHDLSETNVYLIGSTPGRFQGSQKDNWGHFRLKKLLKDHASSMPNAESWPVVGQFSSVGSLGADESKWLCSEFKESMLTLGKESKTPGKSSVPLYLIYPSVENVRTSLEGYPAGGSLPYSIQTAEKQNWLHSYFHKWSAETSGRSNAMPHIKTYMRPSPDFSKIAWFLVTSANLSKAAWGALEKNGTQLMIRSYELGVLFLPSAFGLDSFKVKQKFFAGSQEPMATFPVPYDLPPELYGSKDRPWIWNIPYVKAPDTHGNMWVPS
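Signal: AlphaScreen proximity between streptavidin donor and anti-FITC acceptor beads on intact substrate. Reaction: Tdp1 1 nM, substrate 15 nM final, 5 min RT after 15 min compound preincubation.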
* hit, by the source's call; ? = inconclusive; . = no result given; & = joins results of further samples. Calls follow the shape of the dose curve; as a rule, active = well fitted curve in the direction sought with a large enough effect; inconclusive = small, poorly fitted or top-dose-only effect, or another doubt; inactive = no such curve, though single readings can be large; an effect the other way counts as inactive or inconclusive. % is scaled to controls: 0 for no effect and ±100 for the full control effect; potency is read from the fitted curve at half-maximal effect.

[1] O=S(=O)(NCc1ccccn1)c1ccc(Br)s1
[2] CN(C)/C=N/c1nc2nccc(-c3cccnc3)n2n1
[3] C[n+]1c(-c2ccccc2)cc2c(=Cc3ccc([N+](=O)[O-])cc3)c3ccccc3n21
[4] COc1ccc(N2CC(NC(=O)c3cc4ccccc4o3)CC2=O)cc1OC (centres undefined)
[5] CCN(CC(=O)Nc1ccc2c(c1)OCCO2)C(=O)/C=C/c1ccc(F)cc1
[6] CCCCCCCNC1=CC(=O)CC(c2ccccc2)C1 (centres undefined)

entry no.	1	2	3	4	5	6
DT40 TDP1 CPT	-26%	7%	1.8µM*	?	-4%	6.5µM*
TDP1 cell noCPT	-29%	12%	4.1µM*	?	6%	5.8µM*
TDP1 block	-2%	3%	.	0%	3%	-4%

[7] COCCN(CCOC)C(=O)Nc1ccc(Cl)cc1
[8] O=C(O)c1sc2ncccc2c1OCc1ccccc1
[9] O=[N+]([O-])c1ccc2c(c1)C=C/C2=C\c1ccccc1
[10] COc1ccc(NC(=O)CCOc2ccccc2C)cc1S(=O)(=O)N1CCCCC1
[11] O=C(CN1CCN(Cc2ccccc2Cl)C1=O)NC1CCCCCCC1
[12] C=CCn1c(O)c(N=O)c2ccccc21

entry no.	7	8	9	10	11	12
DT40 TDP1 CPT	12%	22%	-19%	29µM*	?	1%
TDP1 cell noCPT	-9%	-5%	-11%	18µM*	?	17%
TDP1 block	1%	6%	.	-1%	1%	1%

[13] CC(C(c1ccc2c(c1)OCO2)c1c(N)n(C)c(=O)n(C)c1=O)[N+](=O)[O-] (centres undefined)
[14] COC(=O)CC1COc2ccccc2N1C(=O)c1ccc(Br)cc1 (centres undefined)
[15] COc1ccccc1N(C)S(=O)(=O)c1ccc(C(=O)Nc2ccncc2)cc1
[16] C/C=C/c1cccc(-c2nc(C(=O)N3CCCCC3)cc3c2[C@H](CCO)N(C(=O)NC(C)C)C3)c1
[17] COc1ccc(NC(=O)CCS(=O)(=O)c2nc(-c3ccc4c(c3)OCO4)cc(C(F)(F)F)n2)cc1OC
[18] CCOC1=C2[C@@H](CN(S(=O)(=O)c3ccc(C)cc3)[C@H]2c2ccc(Cl)cc2)[C@H]2C(=O)N(c3ccccc3)C(=O)[C@H]2C1

entry no.	13	14	15	16	17	18
DT40 TDP1 CPT	?	-10%	?	-10%	?	-27%
TDP1 cell noCPT	16µM*	?	18µM*	-21%	?	?
TDP1 block	.	3%	.	.	6%	.

[19] CCc1ccc(OCC(O)CN2CCN(CCO)CC2)cc1 (centres undefined)
[20] O=c1[nH]c2ccc(Cl)cc2c(=O)n1Cc1ccco1
[21] O=C(O)c1ccc(CNC(=O)c2ccc(Br)o2)cc1
[22] O=C(NC1CCCCCCC1)c1ccc(Br)cc1
[23] O=C1c2ccccc2CN1C(CO)Cc1ccccc1 (centres undefined)
[24] COc1ccc(S(=O)(=O)N2CCCCC2c2cc(C(=O)Nc3ccc(F)c(Cl)c3)no2)cc1 (centres undefined)

entry no.	19	20	21	22	23	24
DT40 TDP1 CPT	5%	-11%	-1%	9%	1%	16µM*
TDP1 cell noCPT	5%	?	-6%	-1%	3%	16µM*
TDP1 block	4%	2%	-1%	.	.	.

[25] O=C(c1ccc(Br)o1)N1CCN(Cc2ccccc2Cl)CC1
[26] CCOc1ccc(NC(=S)Nc2ccc(C)c([N+](=O)[O-])c2)cc1
[27] O=C(O)c1cccc(N2C(=O)c3cc([N+](=O)[O-])cc4cc([N+](=O)[O-])cc(c34)C2=O)c1
[28] C#C[C@]1(O)CC[C@H]2[C@@H]3CCc4cc(OC)ccc4[C@H]3CC[C@@]21C
[29] O=C(COC(=O)c1cc(S(=O)(=O)N2CCCCC2)ccc1N1CCOCC1)c1ccc(Cl)cc1
[30] O=C(NCc1cccc(C(F)(F)F)c1)c1ccc2sc([C@@H]3O[C@H](CO)[C@@H](O)[C@H]3O)nc2c1

entry no.	25	26	27	28	29	30
DT40 TDP1 CPT	?	-4%	?	0.24µM*	?	?
TDP1 cell noCPT	?	?	?	21µM*	?	?
TDP1 block	.	5%	.	2%&-4%	2%	.

[31] COc1cccc(/C=N/NC(=O)c2c(-c3ccccc3)noc2C)c1O
[32] COc1ccc(NC2CCCN(C(=O)CCC(=O)c3ccc(F)cc3)C2)cc1 (centres undefined)
[33] Cc1ccc(Nc2c3c(nc4ncnn24)CC(C)CC3)cc1 (centres undefined)
[34] CN(C)CCC1(C2=CCCC2)CC/C(=C/c2ccc(Cl)cc2)C1=O (centres undefined)
[35] COC(=O)c1ccccc1NC(=O)CSc1nnc(-c2cccnc2)o1
[36] OCCCNc1c2c(nc3cc(-c4ccc(Cl)cc4)nn13)CCC2

entry no.	31	32	33	34	35	36
DT40 TDP1 CPT	4.1µM*	-27%	?	7.3µM*	5%	-30%
TDP1 cell noCPT	4.6µM*	?	?	8.2µM*	-6%	?
TDP1 block	5%	.	0%	.	-3%	6%

[37] COc1ccccc1OCCC(=O)N1CCN(c2ccccc2OC)CC1
[38] CCOC(=O)C1CCN(C(=O)CN(Cc2ccc(Cl)cc2)S(C)(=O)=O)CC1
[39] O=C(NCCCn1ccnc1)c1ccccc1NS(=O)(=O)c1ccc(F)c(F)c1
[40] CCc1ccccc1NC(=O)N1CCc2c([nH]c3ccccc23)C1c1ccc(C)cc1 (centres undefined)
[41] CC(C)(C)OC(=O)N1CCC(NC(=O)c2[nH]cnc2C(=O)Nc2cccc(Cl)c2)CC1
[42] COc1cccc(C2=NOC(C(=O)NCCCn3ccnc3)C2)c1 (centres undefined)

entry no.	37	38	39	40	41	42
DT40 TDP1 CPT	?	-27%	16µM*	16µM*	?	-5%
TDP1 cell noCPT	?	-24%	?	15µM*	?	-12%
TDP1 block	2%	3%	-5%	5%	1%	7%

Next part; the last four above are carried over.
[39] O=C(NCCCn1ccnc1)c1ccccc1NS(=O)(=O)c1ccc(F)c(F)c1
[40] CCc1ccccc1NC(=O)N1CCc2c([nH]c3ccccc23)C1c1ccc(C)cc1 (centres undefined)
[41] CC(C)(C)OC(=O)N1CCC(NC(=O)c2[nH]cnc2C(=O)Nc2cccc(Cl)c2)CC1
[42] COc1cccc(C2=NOC(C(=O)NCCCn3ccnc3)C2)c1 (centres undefined)
[43] CCOC(=O)C(Cc1ccccc1)C(=O)Nc1nccs1 (centres undefined)
[44] CC1CC(C)CN(S(=O)(=O)c2ccc(NC(=O)[C@@H]3CCCN3C(=O)c3cccs3)cc2)C1 (some centres undefined)
[45] O=S1(=O)NC2CCCCCN2c2ccc(F)cc21 (centres undefined)
[46] O=C(Nc1ccc(F)c(Cl)c1)Nc1nnc([C@H]2C[C@H](O)[C@@H](CO)O2)s1
[47] CCOc1ccc(-c2cc(C(=O)NCc3ccc(F)cc3)[nH]n2)c(C)c1
[48] O=C(O)c1cc2c(cc1NC(=O)c1ccccc1C(F)(F)F)OCCCO2

entry no.	39	40	41	42	43	44	45	46	47	48
DT40 TDP1 CPT	16µM*	16µM*	?	-5%	17%	?	-2%	?	-29%	0%
TDP1 cell noCPT	?	15µM*	?	-12%	0%	?	-1%	-26%	-28%	-20%
TDP1 block	-5%	5%	1%	7%	0%	1%	2%	.	.	5%

[49] COc1ccccc1/C=C(/C(=O)OCC(=O)Nc1cc(C)ccc1C)c1ccccc1
[50] CC(=O)N/C(=C\c1ccccc1)C(=O)OC(C)C(=O)NCc1ccccc1 (centres undefined)
[51] CCC(=O)OC1=CN(Cc2ccccc2)S(=O)(=O)c2ccccc21
[52] O=C(Nc1cccc(C(=O)OCc2cc(=O)n3c4c(sc3n2)CCCC4)c1)c1ccccc1
[53] COc1cccc(NC(=S)N2CCC(C(=O)c3ccc(F)cc3)CC2)c1
[54] CC12CCC(=O)C=C1CCC1C2CCC2(C)C1CC1C3C(=O)N(Cc4ccccc4)C(=O)C3CC(=O)C12 (centres undefined)

entry no.	49	50	51	52	53	54
DT40 TDP1 CPT	26µM*	-11%	8%	?	?	23µM*
TDP1 cell noCPT	21µM*	-19%	4%	16µM*	?	26µM*
TDP1 block	0%	-9%	-1%	9%	.	.

[55] COCCCNC(=O)COc1ccc(S(=O)(=O)Nc2ccccc2)cc1
[56] CCc1ccc(C(=O)CN2C(=O)NC3(CCCCCC3)C2=O)cc1
[57] N#CCC(=O)N/N=C/c1cn(Cc2ccccc2C#N)c2ccccc12
[58] COc1ccc(OC)c(-n2cnc3cc(C(=O)O)ccc32)c1
[59] O=C(CN1C(=O)COc2ccccc21)N1CCc2ccccc2C1
[60] O=C(NCCN1CCN(c2cccc(Cl)c2)CC1)C1CCCN(S(=O)(=O)c2cnc[nH]2)C1 (centres undefined)

entry no.	55	56	57	58	59	60
DT40 TDP1 CPT	3%	?	3%	8%	?	?
TDP1 cell noCPT	-9%	23µM*	-23%	8%	?	?
TDP1 block	1%	-2%	4%	-6%	7%	3%

[61] CC(NC(=O)c1cc2c(=O)n3ccccc3nc2n(C(C)C)c1=N)c1ccccc1 (centres undefined)
[62] CC(C)C(=O)NC(C)C(c1cccs1)N1CCN(C)CC1 (centres undefined)
[63] CCc1ccccc1N1CC(c2nc3ccccc3n2CCOc2ccc(Cl)c(C)c2)CC1=O (centres undefined)
[64] CN1CC=C2C(C#N)=C(N)C(C#N)(C#N)[C@H](c3cccc(Cl)c3)C2C1 (some centres undefined)
[65] O=C(Nc1ccc(C(F)(F)F)cc1)C1(c2cccs2)CCOCC1
[66] Cc1ccccc1-c1nc(CS(=O)CC(=O)NCCCN(C)c2ccccc2)c(C)o1 (centres undefined)

entry no.	61	62	63	64	65	66
DT40 TDP1 CPT	?	-3%	10µM*	?	?	-30%
TDP1 cell noCPT	18µM*	-13%	21µM*	23µM*	23µM*	-25%
TDP1 block	.	2%	0%	0%	-3%	10%

[67] COc1ccc(-c2c(-c3ccccc3OC)oc3ccccc23)cn1
[68] N#Cc1ccc(C(=O)NC(=S)N2CCN(C=O)CC2)cc1
[69] CCCCCCCCOC(=O)C1=C(C)Nc2nnnn2C1c1cccs1 (centres undefined)
[70] COc1ccc(C(=O)NCc2nc3ccccc3[nH]2)cc1OC
[71] CC(SCC(=O)NC12CC3CC(CC(C3)C1)C2)C(=O)O (centres undefined)
[72] N#Cc1ccc(OCC(=O)NC2CCCCCC2)cc1

entry no.	67	68	69	70	71	72
DT40 TDP1 CPT	?	-3%	16µM*	-17%	0%	1%
TDP1 cell noCPT	?	-5%	16µM*	-29%	2%	-22%
TDP1 block	-10%	1%	8%	3%	3%	0%

[73] CCn1c(SCc2ccc(F)cc2)nc2ccccc2c1=O
[74] CC1CCCC(C)N1C(=O)COC(=O)c1cc([N+](=O)[O-])ccc1N1CCOCC1 (centres undefined)
[75] CCN(Cc1ccc2c(c1)OCCO2)S(=O)(=O)c1ccc(NC(C)=O)cc1
[76] Cc1ccc(NC(=O)c2c(C)oc3ccc(O)c(CN4CCOCC4)c23)c(C)c1
[77] CCC(CC)C(=O)Nc1cc(C(=O)NCCc2ccccc2)ccc1Cl
[78] O=C(Nc1cccc2cccnc12)c1cccc(N2C(=O)CCC2=O)c1

entry no.	73	74	75	76	77	78
DT40 TDP1 CPT	-8%	-28%	?	-15%	-2%	0%
TDP1 cell noCPT	-30%	?	?	-17%	-20%	-26%
TDP1 block	.	.	4%	1%	3%	-1%

[79] COC(=O)C(NC(C)=O)(Nc1nc(C)cs1)C(F)(F)F (centres undefined)
[80] COc1cc(=O)n2c(n1)SCCC2
[81] Cc1ccc(/C=N/n2c(-c3ccncc3)n[nH]c2=S)cc1
[82] O=C(CC1SC(N2CCCC2)=NC1=O)Nc1ccc(C(=O)N2CCN(c3cccc(Cl)c3)CC2)cc1 (centres undefined)
[83] CCCCn1nnnc1NCc1ccc(OC)c(OC)c1
[84] Cc1cc(C)c2nc(N(CCCN(C)C)C(=O)c3ccc4c(c3)OCCO4)sc2c1

entry no.	79	80	81	82	83	84
DT40 TDP1 CPT	-16%	-11%	-19%	15µM*	-17%	13µM*
TDP1 cell noCPT	2%	-3%	-24%	?	?	16µM*
TDP1 block	-2%	0%	-3%	4%	-1%	2%

[85] Cc1ccc(Cl)cc1N=C(N)N=C(N)N
[86] CN(CC(=O)Nc1cccc(F)c1)C(=O)c1cccnc1Sc1ccc(Cl)cc1
[87] Fc1ccc(Nc2nnc(-c3ccncc3)s2)cc1Cl
[88] O=C(O)Cn1cc2c(n1)CCCC2
[89] CN(Cc1ccccc1)C(=O)CN1C(=O)COc2ccc(S(=O)(=O)N3CCCC3)cc21

entry no.	85	86	87	88	89
DT40 TDP1 CPT	?	-10%	-24%	10%	-12%
TDP1 cell noCPT	?	?	-26%	-10%	12%
TDP1 block	3%	-6%	.	-2%	0%

Screening data (PubChem BioAssay)
